DUSP3 inh: blocks human VHR1 dual specificity phosphatase; inhibition, % at 13.3 µM; 0.52% of 290,000 active; AID 1654; recombinant VHR phosphatase, pNPP absorbance; in the data active means inhibition above about 50%; further: some compounds called inactive have numbers as strong as hits
PfHsp40 rescue: rescue of PfHsp40-mediated yeast toxicity; S. cerevisiae expressing PfHsp40, growth rescue, ATP luminescence; growth rescue, % at 12.5 µM; 0.68% of 340,000 active; in the data active means growth rescue above about 28%, passing the limit was not always enough; inconclusive means no clear call, values can overlap the other calls;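 further: yeast W303a lacking pdr1 and pdr3 grown in galactose medium; growth measured after three days at 30 °C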
TcdB GH inh: blocks C. difficile toxin B glycohydrolase activity; P18177; inhibition, % at 9.99 µM; 0.24% of 350,000 active; TcdB glycohydrolase enzymatic assay, plate reader; in the data active means inhibition above about 10%
Rv3671c protease: inhibits the M. tuberculosis serine protease Rv3671c; P9WHR9; inhibition, % at 5.96 µM; 0.048% of 320,000 active; in the data active means inhibition above about 38%;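 further: extracellular domain of Rv3671c used as enzyme; 0% = enzyme with DMSO and 100% = no enzyme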
Yp Topo-I inh: inhibitors of Yersinia pestis topoisomerase I; activity, % at 10 µM; AID 504884; 0.064% of 360,000 active; Y. pestis Topo-I cleavage product accumulation, plate reader; in the data active means activity above about 50%, passing the limit was not always enough; inconclusive means no clear call, values can overlap the other calls; further: inactives centre near 2
Anthrax LF inh2: inhibitors of Bacillus anthracis lethal factor protease; P15917; multiplex microsphere protease cleavage assay, LF; inhibition, % at 10 µM; 0.12% of 360,000 active; in the data active means inhibition above about 30%; inconclusive means no clear call, values can overlap the other calls; further: plate controls were buffer without enzyme for full effect and enzyme alone for no effect
SARS 3CLpro inh: SARS-CoV 3CLpro protease inhibition; recombinant SARS-CoV 3CLpro, quenched FRET peptide cleavage; inhibition, % at 6 µM; 0.14% of 290,000 active; AID 1706; in the data active means inhibition above about 12%
PriA SSB inh: inhibitors of Klebsiella pneumoniae PriA binding to SSB C-terminal tail | AlphaScreen SSBct-PriA binding, biotinylated peptide | inhibition, % at 33 µM | 0.6% of 430,000 active; in the data active means inhibition mostly above about 37%, no sharp cut-off; inactive means mostly below about 20%;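 further: plate controls were negative control peptide for no effect and reference peptide for full effect; strong numbers were not always called active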
MazEF act: increases E. coli MazEF RNase cleavage of RNA. P0AE70. FAM/BHQ RNA-DNA oligo cleavage fluorescence, 5 h. activation, % at 20 µM. 0.32% of 350,000 active; in the data active means activation above about 50%
Vc quorum ag: induces V. cholerae light production without autoinducers | 0.16% of 350,000 active | activation, % at 18.7 µM | V. cholerae BH1578 lux reporter, luminescence, 6 h; in the data active means activation mostly above about 9.7%, no sharp cut-off; inconclusive means no clear call, values can overlap the other calls; inactive means mostly below about 3.7%; further: not every result past the cut was called active; inactives centre near 0; reference of the scale not given here
Active calls of the source: *; i = inactive; ? = inconclusive; nt = no result given; & = joins results of further samples. Not all compounds are listed; the hit share may differ from the screen's.

item	Structure	DUSP3 inh	PfHsp40 rescue	TcdB GH inh	Rv3671c protease	Yp Topo-I inh	Anthrax LF inh2	SARS 3CLpro inh	PriA SSB inh	MazEF act	Vc quorum ag
1	COc1ccccc1N1CC(C(=O)Nc2nnc(SC)s2)CC1=O (stereo unspecified)	10	1.3	0.6	2	7	-1	4	-11	5	i
2	O=C(CN1C(=O)/C(=C\c2ccccc2Cl)Sc2ccccc21)NCCCN1CCOCC1	-12	0.8	1.5	-6	19	-1	3	8	-8	3.1
3	O=C(NCc1ccccn1)C1CCN(S(=O)(=O)c2cccs2)CC1	17	0.5	0.3	-3	-6	-22	0	-10	-3	-0.2
4	CCN(c1cccc(C)c1)S(=O)(=O)c1cc2c3c(c1)CCC(=O)N3CCC2	nt	0.9	-0.3	-5	3	?	nt	-4	-1	0.7
5	Cc1cc(Cl)ccc1OCCCC(N)=O	3	0.6	nt	-14	-12	6	0	-12	3	-0.3
6	Cc1ccc(NC(=O)CCC(=O)NNC(=O)c2ccccc2Cl)c(C)c1	-16	-1.8	2.0	2	4	-4	1	-8	7	i
7	Cc1nc2ccccc2c2oc(C(=O)NCc3ccc4c(c3)OCO4)cc12	34	0.8	0.7	-11	41	-4	-1	6	17	-1.0
8	Cc1ccc(C2CC(=O)N3CN(Cc4ccco4)CSC3=C2C#N)cc1 (stereo unspecified)	32	-0.3	nt	-4	-5	-2	1	-18	3	i
9	COCCNC(=O)c1cc2c(-c3ccccc3F)nn(C)c2s1	22	1.0	nt	-22	3	-2	-5	-2	4	-0.4
10	CCOC(=O)C(=O)NNc1ccc(Cl)cc1	24	0.7	47*	2	-1	1	-3	-4	-4	i
11	Cc1cc(OC(C)C(=O)Nc2ccccc2C(=O)N2CCCC2)ccc1Cl (stereo unspecified)	24	1.9	0.6	-1	12	2	5	-4	-1	-0.3
12	COc1cccc(NC(=O)[C@H](CC(C)C)NC(=O)N2CCn3c2nc2ccccc23)c1	-12	4.5	0.7	-3	21	0	5	-2	6	-0.2
13	COc1ccccc1C(=O)n1nc(-c2ccc(Cl)cc2)nc1N	-4	1.3	nt	24	-5	-3	0	-8	-15	-2.2
14	Cc1ccccc1CCNC(=O)Cn1ccc2cc(S(=O)(=O)N3CCCC3)ccc21	-2	-0.5	3.8	-6	6	-3	0	1	11	i
15	Cc1c(N2C(=O)/C(=C\C3CC=CCC3)SC2=S)c(=O)n(-c2ccccc2)n1C (stereo unspecified)	8	0.3	nt	1	18	-4	7	-5	0	-0.3
16	COc1ccc(C)cc1NC(=O)C1CCCCC1C(=O)O (stereo unspecified)	2	-0.8	nt	0	1	-6	-3	-2	-4	-0.5
17	CC(C)(C)c1ccc(C(=O)Nn2c(CCC(=O)O)ccc2-c2cccs2)cc1	6	2.2	0.1	2	3	-1	2	-2	3	-0.2
18	COc1ccc(C2CC(c3ccc4ccccc4c3)=NN2C(=O)CN2CCC(C(N)=O)CC2)cc1 (stereo unspecified)	28	2.2	0.2	-1	20	-6	-2	5	-4	i
19	COC(=O)c1ccc(N2C(=O)C3CC(C)=C(C)CC3C2=O)cc1 (stereo unspecified)	15	-1.5	1.8	1	-13	-5	-1	-20&0	23	i
20	CC12CCC(C(=O)N3CCC(Cc4ccccc4)CC3)(C(=O)C1=O)C2(C)C (stereo unspecified)	24	0.1	0.7	-2	16	0	-7	-12&-10	15	-0.2
21	CN(C)CCCn1c2c(c(SCC(=O)Nc3nccs3)nc1=O)CCC2	nt	0.3	1.3	-5	1	-2	nt	3	-1	2.0
22	CC(C)[C@H](NC(=O)c1ccccc1)C(=O)OCC(=O)N1CCN(C(=O)c2ccco2)CC1	10	-2.0	-20	3	3	-2	1	-1	-28	-0.3
23	N/C(=N\OC(=O)c1cccc(Cn2cc(C(F)(F)F)ccc2=O)c1)c1ccc(Cl)cc1	17	0.7	-0.2	-26	7	4	-3	i	0	i
24	CCOc1ccc(NC2=CC(=O)CCC2)cc1	10	-1.1	-0.2	2	-8	5	1	-5	-12	-6.2
25	CCN(CC)S(=O)(=O)c1cccc(NC(=O)c2cncc(Br)c2)c1	21	0.6	0.7	-6	2	-8	2	3	6	-0.4

Carrying on.
item	Structure	DUSP3 inh	PfHsp40 rescue	TcdB GH inh	Rv3671c protease	Yp Topo-I inh	Anthrax LF inh2	SARS 3CLpro inh	PriA SSB inh	MazEF act	Vc quorum ag
26	COc1cccc(NC(=O)C2CCN(S(=O)(=O)c3ccccc3)CC2)c1	6	0.7	-0.8	3	-4	-6	6	-9	1	-0.6
27	Cc1ccc(Cn2c(-c3nonc3N)nc3ccccc32)cc1	24	-0.2	nt	-5	21	-3	2	-8	5	0.0
28	Cc1ccc(S(=O)(=O)N2CCCSCC2)cc1	11	1.0	nt	-8	1	2	-2	-8	9	i
29	CC(OCC(O)CN(C)Cc1nc2ccccc2c(=O)[nH]1)c1ccc(Cl)cc1 (stereo unspecified)	14	0.0	2.2	5	17	0	1	-10	-33	-0.3
30	CCOC(=O)C1=C(c2ccccc2)NC(SCC(N)=O)=C(C#N)C1c1cccnc1 (stereo unspecified)	30	0.4	nt	0	6	-2	0	1	6	5.9
31	Cc1cccn2c(=O)c(/C=C(\C#N)S(=O)(=O)c3ccccc3)c(N3CCN(C)CC3)nc12	29	-1.3	nt	10	7	0	-8	4	15	i
32	COC(=O)CSc1nnc(-c2ccc(S(=O)(=O)NCc3cccs3)cc2)o1	15	0.7	nt	-5	0	0	-2	1	4	-2.0
33	CCSC1=NCCN1S(=O)(=O)c1ccc(NC(C)=O)cc1	23	-0.7	-0.2	-3	-6	-1	4	22&-7	11	-0.2
34	O=C(CN1C(=O)NC2(CCCC2)C1=O)NCCc1ccc(F)cc1	nt	-1.0	1.0	-1	5	-14	nt	-6	5	i
35	O=C1c2cccc3cccc(c23)C(=O)N1CCCc1n[nH]c(=S)n1-c1ccccc1	8	2.3	3.8	2	9	-2	2	-18&-6&-6	-5	-0.3
36	CCn1c(SCC(=O)Nc2cc(C)on2)nnc1-c1ccncc1	24	-0.2	nt	10	-9	1	0	1	6	i
37	O=C(CN(C(=O)CCC(=O)Nc1ccccn1)c1ccc2c(c1)OCO2)NCc1ccco1	29	-0.3	nt	6	-4	-5	1	-3	4	-0.3
38	Nc1ccc(C(=O)Nc2ccc3nc(-c4cccnc4)[nH]c3c2)cc1	26	-2.0	nt	11	-2	-4	-3	1	8	-0.6
39	Cn1c(=O)c2cc(S(=O)(=O)NCCC(=O)Nc3ccc(Cl)cc3)ccc2n(C)c1=O	45	1.6	nt	-8	-3	-2	5	-8	6	-3.3
40	Cn1c(N)c(C(=O)CSc2nnc(C3CC3)n2N)c(=O)n(C)c1=O	nt	-0.7	0.1	-3	-1	-12	nt	1	6	-2.6
41	C[C@]12CCC3C(CC[C@@H]4C[C@@H](O)CC[C@]34C)C1CC[C@@H]2O (stereo partly specified)	nt	2.8	-3.6	nt	-3	2	nt	-8	2	i
42	CNC(=S)N/N=C/c1ccco1	29	-0.1	0.6	6	-3	-8	3	nt	9	-0.4
43	COc1ccc2oc(=O)cc(CN3CCN(Cc4ccccc4)CC3)c2c1	nt	nt	0.8	nt	20	1	nt	nt	0	i
44	Cc1cc(C(=O)NN=Cc2ccc(-c3ccc(F)cc3)o2)c(C)o1	nt	-1.1	7.3	10	3	-4	nt	1	1	0.5
45	O=C(Nc1ccccc1N1CCCCC1)C1CCN(C(=O)c2ccc(Cl)cc2)CC1	nt	-0.3	0.0	2	15	0	nt	-3	13	i
46	CCc1nc(OCc2ccco2)c2sc3nc4c(cc3c2n1)COC(C)(C)C4	22	0.9	nt	-7	18	0	0	-3	1	0.0
47	CC(C)n1c(SC2CCOC2=O)nc2ccccc21 (stereo unspecified)	8	-0.1	nt	2	-5	-1	-4	-9	7	nt
48	OC[C@@H]1[C@@H](c2ccc(Cl)cc2)C(c2ccc(F)cc2)=NN1c1ccccc1	nt	0.1	0.0	nt	-13	-1	nt	-22	2	-0.9
49	O=C(NNC(=O)c1cccs1)c1ccncc1	22	-0.7	0.9	2	10	-1	-6	-13	7	0.4
50	Cc1cc(S(=O)(=O)NCCc2ccccc2)ccc1-n1cnnn1	7	0.5	-3.7	-6	5	-2	2	-14	-1	-1.0
51	CCOC(=O)C1=C(COC(=O)/C=C/c2cccc(Cl)c2)NC(=O)NC1C (stereo unspecified)	nt	1.1	-0.8	4	-6	-3	nt	-3	6	1.4

3 entries out of the list, sorted by molar mass, low to high.
item	Structure	DUSP3 inh	PfHsp40 rescue	TcdB GH inh	Rv3671c protease	Yp Topo-I inh	Anthrax LF inh2	SARS 3CLpro inh	PriA SSB inh	MazEF act	Vc quorum ag
42	CNC(=S)N/N=C/c1ccco1	29	-0.1	0.6	6	-3	-8	3	nt	9	-0.4
33	CCSC1=NCCN1S(=O)(=O)c1ccc(NC(C)=O)cc1	23	-0.7	-0.2	-3	-6	-1	4	22&-7	11	-0.2
45	O=C(Nc1ccccc1N1CCCCC1)C1CCN(C(=O)c2ccc(Cl)cc2)CC1	nt	-0.3	0.0	2	15	0	nt	-3	13	i

Compounds from the list above containing two or more sulfur atoms:
item	Structure	DUSP3 inh	PfHsp40 rescue	TcdB GH inh	Rv3671c protease	Yp Topo-I inh	Anthrax LF inh2	SARS 3CLpro inh	PriA SSB inh	MazEF act	Vc quorum ag
1	COc1ccccc1N1CC(C(=O)Nc2nnc(SC)s2)CC1=O (stereo unspecified)	10	1.3	0.6	2	7	-1	4	-11	5	i
3	O=C(NCc1ccccn1)C1CCN(S(=O)(=O)c2cccs2)CC1	17	0.5	0.3	-3	-6	-22	0	-10	-3	-0.2
15	Cc1c(N2C(=O)/C(=C\C3CC=CCC3)SC2=S)c(=O)n(-c2ccccc2)n1C (stereo unspecified)	8	0.3	nt	1	18	-4	7	-5	0	-0.3
21	CN(C)CCCn1c2c(c(SCC(=O)Nc3nccs3)nc1=O)CCC2	nt	0.3	1.3	-5	1	-2	nt	3	-1	2.0
28	Cc1ccc(S(=O)(=O)N2CCCSCC2)cc1	11	1.0	nt	-8	1	2	-2	-8	9	i
32	COC(=O)CSc1nnc(-c2ccc(S(=O)(=O)NCc3cccs3)cc2)o1	15	0.7	nt	-5	0	0	-2	1	4	-2.0
33	CCSC1=NCCN1S(=O)(=O)c1ccc(NC(C)=O)cc1	23	-0.7	-0.2	-3	-6	-1	4	22&-7	11	-0.2

Screening results deposited in PubChem by several laboratories.
